Screening results (PubChem BioAssay)
West Nile virus CPE – West Nile virus antiviral activity, cell-based, CPE readout (AID 1621); West Nile virus-infected cells, CPE inhibition; higher % means a stronger effect; CPE inhibition, % at 10 µM; hits with a dose series show IC50 in µM; 290,000 compounds, 0.02% hits; in the data active = a potency from the dose series; note: strong numbers were not always called active
AID2073 – inhibitors of Mint1-CaV2.2 protein interaction, biochemical, HTRF (AID 2073); 290,000 compounds, 0.19% hits; HTRF protein-protein interaction, Mint1-CaV2.2; higher % means a stronger effect; Voltage-dependent N-type calcium channel subunit alpha-1B (Homo sapiens); inhibition, % at 20 µM, or IC50 in µM where a hit was titrated; in the data active = inhibition mostly above about 51%, no sharp cut-off; note: some results filed as inactive read as strong as hits
Yfh1-off respiration – enhancers of respiration in Yfh1-depleted yeast, dose response, Friedreich's ataxia, plus single-dose screen (AID 1465); S. cerevisiae Yfh1-off respiration, WST-1 reduction, 72 h; higher fold induction means a stronger effect; fold induction at 50 µM; hits with a dose series show EC50 in µM; 220,000 compounds, 0.074% hits;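 active = fold induction of absorbance versus untreated yeast above a set limit, then at least 30% activation at any dose in follow-up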;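 note: activators that raise dye reduction in frataxin-depleted yeast; strong numbers were not always called active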
NOD2 inhibition – NOD2 signaling inhibitors, cell-based, luminescence, uHTS, HEK293 (AID 1566); HEK293 NOD2/NF-kB luciferase reporter, luminescence; higher % means a stronger effect; inhibition, % at 4 µM, or EC50 in µM where a hit was titrated; 290,000 compounds, 0.63% hits; note: many of its hits are not listed in these tables
Dengue-2 NS5 capping – Dengue-2 NS5 methyltransferase inhibitors, primary screen, biochemical, confirmation dose response (AID 588689) | Genome polyprotein (Dengue virus type 2 (strain 16681-PDK53)) | Dengue-2 NS5 methyltransferase capping enzyme assay, biochemical; higher % means a stronger effect | one-dose inhibition, % at 25 µM; IC50 in µM for titrated hits | 340,000 compounds, 0.3% hits; in the data active = a potency from the dose series
KOR beta-arrestin-1 – KOR antagonists, beta-arrestin recruitment, cell-based, luminescence, uHTS (AID 1778) | inhibition, % at 10 µM; hits with a dose series show IC50 in µM | 290,000 compounds, 0.091% hits | KOR beta-arrestin recruitment, luminescence, antagonist mode; higher % means a stronger effect | Kappa-type opioid receptor (Homo sapiens); note: strong numbers were not always called active
NOD1 inhibition – NOD1 signaling inhibitors, primary screen, cell-based, luminescence, uHTS (AID 1578). NOD1-driven NF-kB luciferase reporter cells, luminescence; higher % means a stronger effect. inhibition, % at 4 µM; hits with a dose series show EC50 in µM. 290,000 compounds, 1% hits; in the data active = inhibition mostly above about 36%, no sharp cut-off; inactive = mostly below about 34%;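 note: HEK-293T reporter cells stimulated with the NOD1 agonist gamma-tri-DAP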
HIV fusion peptide – inhibitors of HIV fusion peptide binding, primary screen, biochemical, uHTS, fluorescence dequenching (AID 1986). cell-free peptide binding, fluorescence dequenching, 30 min; higher % means a stronger effect. inhibition, % at 20 µM; hits with a dose series show IC50 in µM. 290,000 compounds, 0.3% hits; in the data active = inhibition mostly above about 52%, no sharp cut-off; inactive = mostly below about 76%; note: some results filed as inactive read as strong as hits
KOR beta-arrestin-2 – KOR agonists, beta-arrestin recruitment, primary screen, cell-based, luminescence, uHTS (AID 1777) | KOR beta-arrestin recruitment, luminescence; higher % means a stronger effect | activation, % at 10 µM, or EC50 in µM where a hit was titrated | 280,000 compounds, 0.02% hits; in the data active = activation above about 50%, passing the limit was not always enough; note: a part of the inactive calls stands beside numbers as strong as those of hits
Dengue-2 NS5 capping pilot replicate – further read-out of Dengue-2 NS5 capping, marked with its call; inhibition, %; measured here: pilot screen replicate inhibition
* hit, by the source's call; i = inactive; nt = no result given; [ ] = remark or other dose. Cut-off read from the data, not from the text of the source, unless noted: active = inhibition above about 50%; inactive = the rest. This is a subset; rates above refer to the full screens.

SMILES	West Nile virus CPE	AID2073	Yfh1-off respiration	NOD2 inhibition	Dengue-2 NS5 capping	KOR beta-arrestin-1	NOD1 inhibition	HIV fusion peptide	KOR beta-arrestin-2	others
NC(=O)CSc1cn(Cc2ccc(F)cc2)c2ccccc12	0.1%	-11%	i	7%	3%	-32%	-39%	0.8%	5.2%
Nc1nc(NCc2ccco2)nc(Nc2cccc(F)c2)c1[N+](=O)[O-]	-0.6%	16%	i	10%	-3%	-29%	2%	-0.9%	-1.4%
Cc1ccc(-c2nnc(NC(=O)c3c(F)cccc3Cl)s2)cc1	-0.4%	13%	nt	-18%	3%	-40%[20 µM]	-8%	0.0%	-2.0%
O=C1CCN(Cc2ccc(Br)cc2)CCN1[C@H](CO)c1ccccc1	-0.3%	12%	nt	13%	2%	-11%[20 µM]	21%	-1.0%	-7.7%
O=C(NCCC1=CCCCC1)c1cc2c(s1)CS(=O)(=O)C2	0.1%	-6%	i	-30%	-3%	8%	-29%	-0.8%	-2.9%
CCC(=O)Nc1cc2nn(-c3ccc(OC)cc3)nc2cc1C	0.5%	21%	i	12%	0%	-4%	-20%	-1.5%	-3.4%
Cc1ccc(NC(=O)Nc2cccc(C)n2)c(C)c1	-0.3%	3%	i	-47%	0%	-1%	-4%	-1.5%	0.7%
COc1cc([N+](=O)[O-])cc(CN2CCCCC2)c1O	-0.1%	-4%	i	5%	-1%	17%	-6%	0.3%	-2.3%
CC(Sc1nnc(CNc2cccc3ccccc23)n1-c1ccccc1)C(=O)N/N=C/c1ccco1 (configuration not stated)	1.1%	-15%	nt	18%	-5%	10%	8%	-2.9%	1.5%
O=C(CN(c1ccc2c(c1)OCCO2)S(=O)(=O)c1ccccc1)NCC1CCCO1 (configuration not stated)	-0.3%	-1%	i	2%	-4%	-100%	7%	0.9%	7.5%
COc1ccc(C)cc1NC(=O)NCc1ccco1	-0.4%	-3%	i	-18%	-3%	-13%	-49%	2.1%	-3.5%
COc1cc2oc3ccccc3c(=O)c2cc1OC	0.5%	45%	nt	-14%	-1%	0%[20 µM]	-51%	0.5%	-1.7%

Among those listed so far, two contain an aryl thioether with sulfur outside any ring.
SMILES	West Nile virus CPE	AID2073	Yfh1-off respiration	NOD2 inhibition	Dengue-2 NS5 capping	KOR beta-arrestin-1	NOD1 inhibition	HIV fusion peptide	KOR beta-arrestin-2	others
NC(=O)CSc1cn(Cc2ccc(F)cc2)c2ccccc12	0.1%	-11%	i	7%	3%	-32%	-39%	0.8%	5.2%
CC(Sc1nnc(CNc2cccc3ccccc23)n1-c1ccccc1)C(=O)N/N=C/c1ccco1 (configuration not stated)	1.1%	-15%	nt	18%	-5%	10%	8%	-2.9%	1.5%

Returning to the listing, starting five compounds before the break.
SMILES	West Nile virus CPE	AID2073	Yfh1-off respiration	NOD2 inhibition	Dengue-2 NS5 capping	KOR beta-arrestin-1	NOD1 inhibition	HIV fusion peptide	KOR beta-arrestin-2	others
COc1cc([N+](=O)[O-])cc(CN2CCCCC2)c1O	-0.1%	-4%	i	5%	-1%	17%	-6%	0.3%	-2.3%
CC(Sc1nnc(CNc2cccc3ccccc23)n1-c1ccccc1)C(=O)N/N=C/c1ccco1 (configuration not stated)	1.1%	-15%	nt	18%	-5%	10%	8%	-2.9%	1.5%
O=C(CN(c1ccc2c(c1)OCCO2)S(=O)(=O)c1ccccc1)NCC1CCCO1 (configuration not stated)	-0.3%	-1%	i	2%	-4%	-100%	7%	0.9%	7.5%
COc1ccc(C)cc1NC(=O)NCc1ccco1	-0.4%	-3%	i	-18%	-3%	-13%	-49%	2.1%	-3.5%
COc1cc2oc3ccccc3c(=O)c2cc1OC	0.5%	45%	nt	-14%	-1%	0%[20 µM]	-51%	0.5%	-1.7%
CCOC(=O)c1cc(Sc2ccccc2N)cc(C(=O)OCC)n1	0.3%	7%	i	-10%	-7%	2%	-2%	-0.8%	-4.3%
O=C(C/C=N/OCc1c(Cl)cccc1Cl)c1ccc(Cl)cc1	0.0%	3%	i	11%	-2%	5%	-14%	-0.1%	-2.0%
COC(=O)c1cc(Br)c(=O)n(-c2cc(C)on2)c1	-0.3%	15%	i	-4%	4%	-36%	-14%	0.8%	-6.6%
Cc1cccc(C(=O)N2CCc3c([nH]c4ccccc34)C2CC(C)C)n1 (configuration not stated)	-0.2%	3%	i	-42%	-1%	-12%	-48%	-0.7%	-6.6%
Cc1ccccc1OCc1nc(-c2ccc(-n3cccc3)cc2)no1	-0.3%	3%	i	13%	1%	10%	0%	3.2%	1.6%
CC1CCCCC1NC(=O)C1CCN(C(=O)c2sccc2-n2cccc2)CC1 (configuration not stated)	-0.3%	4%	i	-20%	0%	-16%	-12%	3.1%	4.8%
Cc1ccc(C(=O)O)cc1NC(=O)C1CCCN1S(=O)(=O)c1cccc2nsnc12 (configuration not stated)	-0.2%	2%	i	-14%	1%	15%	-5%	1.7%	-6.1%
Cc1sc(NC(=O)c2oc3ccccc3c2C)c(C#N)c1C	-0.2%	19%	i	-13%	-2%	2%	-19%	9.2%	-2.1%
COC(=O)c1c(NC(=O)c2c(C)noc2C)sc2c1CCCCCC2	0.1%	0%	i	-6%	nt	18%	-37%	0.0%	-1.8%
CCOc1cc(C2C3=C(CC(C)(C)CC3=O)N(CCOC)C3=C2C(=O)CC(C)(C)C3)ccc1O	-1.3%	-5%	nt	15%	1%	-37%[20 µM]	6%	2.4%	-2.5%	Dengue-2 NS5 capping pilot replicate=2.7
CCOc1ccc(NC(=O)c2cccc(OC(=S)N3CCC(C)CC3)c2)cc1	-0.3%	13%	i	25%	-4%	15%	38%	-2.7%	-0.5%
CCCSc1nnc(NC(=O)CCc2ccccc2)s1	0.4%	8%	nt	-4%	-5%	-9%	-25%	-0.5%	-5.0%
Cc1noc(C)c1COc1ccccc1C(=O)NC1CCC(C)CC1 (configuration not stated)	0.4%	7%	nt	-7%	-8%	36%	5%	-1.2%	-7.4%
CCOC(=O)c1[nH]c2ccc(OC)cc2c1NC(=O)c1ccc(OC)c(OC)c1	0.6%	7%	i	11%	-7%	-13%	-16%	-1.1%	-3.4%
COC(=O)c1ccsc1NC(=O)CCS(=O)(=O)c1ccccc1	-1.6%	6%	nt	27%	0%	42%	26%	-0.7%	-5.4%
COc1ccccc1C(=O)NC(=S)Nc1ccc(N2CCOCC2)c(Cl)c1	0.7%	25%	i	28%	-12%	-6%	3%	-1.2%	-6.3%
Cc1ccc(OCC(=O)Nc2ccc(S(=O)(=O)N(C)C3CCN(C)CC3)cc2)c(C)c1	1.7%	-9%	nt	9%	-7%	-7%	-24%	-1.6%	-1.2%
O=C(O)Cn1c(=O)n(Cc2ccccc2)c2ccccc21	0.4%	11%	nt	1%	-3%	9%[20 µM]	-23%	-0.8%	-6.0%
COc1ccccc1NS(=O)(=O)c1ccc(C)c(C(=O)NCC2CCCO2)c1 (configuration not stated)	-0.7%	8%	i	1%	-6%	-1%	0%	-3.1%	-7.1%
Cc1ccc(C(C)CCN2CCC(n3nccc3NC(=O)c3ccccc3)CC2)o1 (configuration not stated)	-0.9%	29%	nt	6%	-9%	35%	-11%	-0.1%	-3.8%
COc1ccc(C(=O)N2CCN(C)C(=O)[C@@H]2C)cc1OC1CCN(C(C)C)CC1	0.2%	2%	nt	-2%	3%	-1%	-4%	3.4%	-3.0%
O=C(NCCNCc1ccccn1)c1ccco1	1.8%	-4%	i	0%	-3%	17%[20 µM]	-35%	1.0%	nt
Cc1ccc(-c2c(C(=O)N(C)Cc3ccccc3)oc(=O)c3ccccc23)cc1	-1.9%	-1%	i	6%	-3%	-16%	24%	-0.3%	6.2%
O=C(Nc1ccc(CSc2ccccc2)cc1)c1ccc(CN2CCOCC2)cc1	-1.9%	11%	i	43%	-7%	-10%	50%	0.5%	34%
COc1cc(NC(=O)c2ccccc2)cc(OC)c1	-0.2%	6%	i	-54%	-5%	-23%	-41%	-0.4%	-0.9%
CS(=O)(=O)N1CCN(c2ccc(NC(=O)CSc3ccc(Cl)cc3)cc2)CC1	-0.3%	8%	i	11%	-5%	11%	10%	2.7%	-3.0%
NC(=S)N/N=C1\CC(n2nnnc2-c2ccccc2Cl)C2COC1O2 (configuration not stated)	-1.1%	0%	i	11%	7%	-8%	-2%	0.0%	-7.8%
Cc1ccc(C2CCN(C(=S)Nc3cccc(Cl)c3)C2)cc1 (configuration not stated)	-1.2%	-3%	i	-39%	-1%	-9%	-24%	-0.8%	8.2%
COC(=O)c1ccc(OC(=O)c2ccncc2)cc1O	0.4%	0%	nt	-12%	-18%	26%	-4%	-0.3%	-3.0%
COC(=O)c1ccc(-c2n[nH]c(=O)c3ccccc23)cc1	0.2%	-4%	i	-17%	-8%	15%	-20%	2.7%	6.2%
CCn1c(SCC(N)=O)nnc1-c1ccc(S(=O)(=O)N2CCN(C)CC2)cc1	0.6%	6%	i	2%	-8%	5%	-24%	0.7%	2.1%
CSc1ccc(CN2CCSCC2)cc1	-0.4%	4%	nt	0%	1%	-19%[20 µM]	1%	0.0%	-4.4%
COCCn1c(N)c(Sc2ccc(C)cc2)c(=O)[nH]c1=O	-0.1%	9%	nt	17%	2%	17%	20%	0.6%	0.4%
